SIRT5 inh = inhibitors of human sirtuin-5 desuccinylase; Q9NXA8; Purified SirT5, succinyl-peptide AMC, trypsin-coupled fluorescence; inhibition, % at 15 µM; 330,000 tested, 1.1% active; in the data active = inhibition above about 15%; inconclusive = no clear call, values can overlap the other calls
Casp6 inh = blocks human caspase-6 cleavage activity | P55212 | purified caspase-6, Z-VEID-R110 cleavage fluorescence | inhibition, % at 12.5 µM | 350,000 tested, 0.53% active | AID 686996;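 active = mean inhibition across replicates at least about 35%, with every replicate also reaching that limit, limit read from the data; inconclusive = only one of the two criteria met; inactive = neither criterion met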;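 also: 0% = median of neutral control wells and 100% = no fluorescence left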
ERAP1 inh = blocks human ERAP1 aminopeptidase activity. Q9NZ08. recombinant ERAP1, Leu-AMC fluorescence, 60 min. inhibition, % at 10.7 µM. 340,000 tested, 0.15% active;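 active = mean replicate inhibition of at least 30%, or all replicates individually reaching that 30% level; inactive = mean below 30% and not every replicate reaching it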;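 also: 0% = neutral control wells and 100% = L-leucinethiol positive control wells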
Target sequence (Q9NZ08 whole entry, looked up): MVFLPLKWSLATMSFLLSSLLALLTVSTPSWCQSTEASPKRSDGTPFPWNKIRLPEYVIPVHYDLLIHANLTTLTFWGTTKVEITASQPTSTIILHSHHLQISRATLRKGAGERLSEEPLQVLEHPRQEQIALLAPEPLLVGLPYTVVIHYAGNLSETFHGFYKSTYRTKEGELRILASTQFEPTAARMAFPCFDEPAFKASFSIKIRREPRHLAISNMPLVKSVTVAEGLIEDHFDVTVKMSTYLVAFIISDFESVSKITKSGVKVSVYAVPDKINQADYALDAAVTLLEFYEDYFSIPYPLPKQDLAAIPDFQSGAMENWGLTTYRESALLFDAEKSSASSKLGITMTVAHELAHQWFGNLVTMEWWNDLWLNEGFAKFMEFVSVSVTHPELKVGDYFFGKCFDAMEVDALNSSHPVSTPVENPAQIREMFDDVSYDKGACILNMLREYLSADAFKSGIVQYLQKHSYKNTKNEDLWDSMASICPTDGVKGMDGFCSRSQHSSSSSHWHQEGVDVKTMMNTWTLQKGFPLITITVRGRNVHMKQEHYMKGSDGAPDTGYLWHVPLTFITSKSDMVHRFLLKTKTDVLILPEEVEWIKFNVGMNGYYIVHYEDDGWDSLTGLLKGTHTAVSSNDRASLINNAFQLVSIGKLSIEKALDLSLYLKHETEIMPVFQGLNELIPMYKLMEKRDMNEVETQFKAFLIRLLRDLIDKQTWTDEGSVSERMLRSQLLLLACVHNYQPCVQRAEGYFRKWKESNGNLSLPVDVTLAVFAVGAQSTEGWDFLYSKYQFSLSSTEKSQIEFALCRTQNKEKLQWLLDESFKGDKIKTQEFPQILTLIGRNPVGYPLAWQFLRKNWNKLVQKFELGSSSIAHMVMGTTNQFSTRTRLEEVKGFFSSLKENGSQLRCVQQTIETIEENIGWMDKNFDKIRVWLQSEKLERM
CFTR F508del cor = CFTR F508del correction in bronchial cells. CFBE cells, YFP halide quenching; stimulated with forskolin plus potentiator P3; % fluorescence drop versus neutral controls. activity (quench increase), % at 7.58 µM. 350,000 tested, 0.36% active. AID 720511;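 active = mean added fluorescence quench of at least 8% versus neutral control, with both replicates also reaching 8%; inconclusive = only one of the mean or replicate conditions met; inactive = mean below 8% and not both replicates reaching 8%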;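 also: cells transiently co-express mutant CFTR-F508del with the halide-sensitive YFP; corrector assay measuring rescue of mutant channel to the surface after 24 h compound exposure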
DENV2 CPE rescue = DENV2-induced cell death inhibition; CPE inhibition, % at 9.99 µM; DENV2-infected cells, cytopathic effect rescue, plate reader; 350,000 tested, 1.7% active; in the data active = CPE inhibition above about 20%, passing the limit was not always enough; inconclusive = no clear call, values can overlap the other calls; tested in BHK-21 cells;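 also: 0% = median of neutral control wells and 100% = median of positive control wells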
ERp5 inh = inhibitors of human ERp5; ERp5 insulin aggregation, absorbance 650 nm, 90 min; Q15084; 350,000 tested, 0.05% active; inhibition, % at 9.99 µM;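 active = mean replicate inhibition above about 25%, with every replicate also reaching it, limit read from the data, passing the limit was not always enough; inconclusive = only one of those two criteria met; inactive = neither criterion met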
miR-122 sensor = miR-122 inhibition in Huh7 cells. Huh7 miR-122 Renilla luciferase sensor, 48 h; neutral wells = 0, positive control = 100. activation (reporter increase), % at 12.5 µM. 340,000 tested, 0.3% active. AID 602342;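 active = mean replicate activation score at least 90 and every replicate individually at or above 90; inconclusive = only one of the two criteria met; inactive = neither criterion met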;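 also: higher luciferase means less miR-122 activity so hits act as miR-122 inhibitors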
* = called active by the depositor; ? = inconclusive; / = no result given; [ ] = remark or other dose. Compounds as they come; about 4% have a hit in one of these screens.

SMILES | SIRT5 inh | Casp6 inh | ERAP1 inh | CFTR F508del cor | DENV2 CPE rescue | ERp5 inh | miR-122 sensor
O=C(CC1C(=O)NCCN1Cc1cccc(C(F)(F)F)c1)NC1CCOCC1 (configuration not stated) | 2 | -1 | -3 | -0.9 | 1 | -1 | -2
CN1CCc2c(OCC(=O)N3CCC(Cc4ccccc4)CC3)cccc2C1=O | 3 | 1 | -2 | 1.9 | 0 | 8 | /
Cc1c(-n2cc(C(=O)c3cc(Cl)ccc3O)cc(C#N)c2=O)c(=O)n(-c2ccccc2)n1C | 3 | 4 | 6 | 3.2 | / | -1 | -6
CCNC(=O)C[C@H]1CC[C@@H]2[C@H](COC[C@H](O)CN2C(=O)Nc2c(C)noc2C)O1 | -2 | -2 | 1 | -2.1 | -2 | -1 | 2[16.7 µM]
C[C@@H]1CN([C@H](C)CO)C(=O)c2cc(NC(=O)C3CCCCC3)ccc2O[C@@H](C)CCCCO[C@@H]1CN(C)C(=O)c1ccccc1 | 6 | -2 | -1 | -0.8 | 20 | 1 | 6[16.7 µM]
C[C@@H]1CCCCO[C@@H](CN(C)C)[C@@H](C)CN([C@@H](C)CO)C(=O)c2cc(N(C)C)ccc2O1 | -4 | 1 | 1 | 1.7 | 0 | -3 | 5[16.7 µM]
C#CCn1cc[n+](CC(=O)N(C)C)c1 | -2 | -13 | 4 | -3.4 | / | -5 | -3
COCCOC1CCN(Cc2cn(Cc3ccccc3)nc2-c2cc3ccccc3o2)CC1 | 9 | -3 | -2 | -0.3 | -1 | 3 | -8
COc1cc(/C=N/NS(=O)(=O)c2ccc3ccccc3c2)ccc1OCc1ccc(C(=O)O)cc1 | 3 | 7 | 4 | -2.1 | 10 | 1 | -3
CC(=O)c1c(O)cc(C)n(-c2ccc(F)cc2)c1=O | 0 | 2 | 2 | 0.5 | 3 | 0 | /
Cc1occc1C(=O)NNS(=O)(=O)c1ccc(Cl)cc1 | / | 1 | 14 | / | -1 | -2 | 47
CO[C@H]1CN(C)C(=O)c2cc(NC(C)=O)ccc2OC[C@H](C)N(Cc2ccncc2)C[C@@H]1C | -8 | / | 1 | -0.3 | 0 | 0 | -12[16.7 µM]
COc1ccc(S(=O)(=O)N(C)[C@H]2C[C@H]3c4cc(Oc5ccccc5C)ccc4CCN3C(=O)[C@H]2[C@H](C)O)cc1 | 17* | 0 | / | 2.0 | -2 | -3 | -9
COc1cccc(O)c1CN1CCCC(C(=O)c2cccc(C(F)(F)F)c2)C1 (configuration not stated) | -3 | 0 | 1 | 2.6 | -4 | 7 | 2
O=C(Cn1cc([N+](=O)[O-])cn1)NCc1ccco1 | 0 | 15 | / | 2.7 | -1 | -1 | -7
CCn1c(SCC(=O)Nc2ccc(NC(C)=O)cc2)nc2c1c(=O)n(C)c(=O)n2C | -2 | -2 | 1 | -4.1 | -6 | 2 | -10
O=C(CCc1ccccc1)NNC(=O)COc1ccc(Br)cc1 | -11 | -2 | 2 | 1.9 | -6 | 2 | 5
Cc1onc(-c2c(F)cccc2Cl)c1C(=O)Nc1nccs1 | 2 | 1 | 8 | 0.2 | 9 | -1 | 0
C/C(=N\NC(=O)c1cc(C)[nH]n1)c1ccc(-c2ccccc2)cc1 | -5 | 2 | 4 | -1.3 | 1 | 2 | -3
CCOC(CNc1ncnc2c1cnn2C)OCC | -2 | / | -1 | -4.9 | 1 | 3 | 1

Exported field by field: part of the list above
Cc1occc1C(=O)NNS(=O)(=O)c1ccc(Cl)cc1
- SIRT5 inh = /
- Casp6 inh = 1
- ERAP1 inh = 14
- CFTR F508del cor = /
- DENV2 CPE rescue = -1
- ERp5 inh = -2
- miR-122 sensor = 47
CO[C@H]1CN(C)C(=O)c2cc(NC(C)=O)ccc2OC[C@H](C)N(Cc2ccncc2)C[C@@H]1C
- SIRT5 inh = -8
- Casp6 inh = /
- ERAP1 inh = 1
- CFTR F508del cor = -0.3
- DENV2 CPE rescue = 0
- ERp5 inh = 0
- miR-122 sensor = -12[16.7 µM]

The list continues.
SMILES | SIRT5 inh | Casp6 inh | ERAP1 inh | CFTR F508del cor | DENV2 CPE rescue | ERp5 inh | miR-122 sensor
CN(C)C(=O)C[C@@H]1CC[C@H]2[C@H](COc3ccc(NC(=O)C4CCCC4)cc3C(=O)N2C)O1 | 4 | -1 | -1 | -2.2 | -4 | -1 | /
C[C@@H](O)C#Cc1ccc([C@H]2[C@H](CO)N3CCCCN(C(=O)c4ccc(F)cc4)C[C@@H]23)cc1 | 8 | -2 | 6 | -3.9 | 23* | -3 | -12[16.7 µM]
C[C@H]1CN([C@@H](C)CO)C(=O)Cc2cc(NS(=O)(=O)c3ccccc3)ccc2O[C@H]1CN(C)C | 2 | -4 | -2 | -3.3 | 3 | 1 | -1[16.7 µM]
C[C@@H]1CCCCO[C@H](CN(C)Cc2ccc(C(=O)O)cc2)[C@@H](C)CN([C@H](C)CO)C(=O)c2cc(NS(=O)(=O)c3cccs3)ccc2O1 | -4 | 2 | -1 | -2.1 | 7 | -4 | -3[16.7 µM]
CCCNC(=O)[C@@H]1[C@@H](CO)[C@@H]2Cn3c(ccc(C4=CCCCC4)c3=O)[C@@H]2N1C(=O)c1cnccn1 | 1 | 1 | 1 | 0.9 | -1 | 3 | -7[16.7 µM]
C[C@H]1CN([C@@H](C)CO)C(=O)c2cc(NC(=O)CCC(F)(F)F)ccc2O[C@H]1CN(C)S(=O)(=O)c1ccc(F)cc1 | 3 | 3 | 0 | 0.6 | 13 | 0 | -6[16.7 µM]
COC(=O)[C@@]1(Cc2ccc(F)cc2)[C@H]2c3cc(C(=O)N4CCCC4)n(Cc4ccc(S(C)(=O)=O)cc4)c3C[C@H]2CN1C(=O)c1ccccc1 | / | -1 | / | 0.1 | 14 | 6 | /
COc1ccc(N(CC(=O)NC2CCCCC2)C(=O)CNC(=O)c2cccs2)cc1 | -4 | 1 | 4 | -5.2 | -7 | 1 | -4
COc1ccc(S(=O)(=O)N2CCCOC2CNC(=O)C(=O)NCCc2ccco2)cc1 (configuration not stated) | -3 | 2 | -1 | 1.5 | -1 | 3 | 0
CCC(CC)C(=O)c1c[nH]c(C(=O)NCc2ccncc2)c1 | 2 | 0 | 8 | / | 2 | 5 | 1
CO[C@@H]1CN(C)C(=O)c2cc(NS(=O)(=O)CC(F)(F)F)ccc2OC[C@@H](C)N(CCC(F)(F)F)C[C@H]1C | 9 | 1 | 0 | 3.2 | 8 | -1 | -2[16.7 µM]
CCc1nnc(NC(=O)CSCc2cc(=O)n3ccsc3n2)s1 | -1 | -2 | -3 | 0.4 | -1 | -1 | -10
COc1ccc(NC(=O)c2cc([N+](=O)[O-])ccc2O)cc1 | 3 | 0 | 2 | 0.3 | / | -3 | /
Cc1ccc(OCC(=O)NNC(=O)c2ccccc2OCc2c(C)noc2C)cc1 | -9 | 2 | 2 | 1.1 | -5 | -2 | /
N#Cc1ccc(Cl)cc1NC(=O)CNCc1cccs1 | -3 | 19 | -2 | 0.5 | 0 | 4 | /
O=[N+]([O-])c1cccc(-c2nc(-c3ccccc3)no2)c1 | 0 | -3 | 7 | / | -3 | -3 | 0
CC12CCC(O)CC1=CCC1C2CCC2(C)C1CCC21CCC(=O)O1 (configuration not stated) | -2 | -3 | 0 | -2.4 | / | 3 | -5
CC(=O)Nc1ccc(NC(=O)C(C)OC(=O)c2cc(S(=O)(=O)N3CCOCC3)ccc2Cl)cc1 (configuration not stated) | -2 | -1 | 3 | -1.7 | -4 | -4 | -11
COCCCNC(=O)c1ccc2c(c1)nc(C)n2-c1cccc(C)c1 | -2 | -1 | -3 | -0.9 | -2 | 1 | /
CCN(CC)S(=O)(=O)c1cccc(NC(=O)CSc2nnc(N)s2)c1 | 0 | 1 | -1 | 1.6 | -1 | 1 | /

SIRT5 inh: hit marks shown above.
compound | SIRT5 inh | Casp6 inh | ERAP1 inh | CFTR F508del cor | ERp5 inh | miR-122 sensor
COc1ccc(S(=O)(=O)N(C)[C@H]2C[C@H]3c4cc(Oc5ccccc5C)ccc4CCN3C(=O)[C@H]2[C@H](C)O)cc1 | 17* | 0 | / | 2.0 | -3 | -9

New compounds follow:
SMILES | SIRT5 inh | Casp6 inh | ERAP1 inh | CFTR F508del cor | DENV2 CPE rescue | ERp5 inh | miR-122 sensor
CCOC(=O)N/N=C\c1ccc(-c2cccc(C(F)(F)F)c2)o1 | 2 | 1 | -10 | -3.2 | -3 | -2 | /
Cc1sc(NC(=O)CN2CCOCC2)c(C#N)c1C | 1 | -4 | 0 | -0.8 | 6 | 1 | -5
COc1ccccc1C(C)NC(=O)CN(C)CC(=O)Nc1c(C)cccc1C (configuration not stated) | -4 | -2 | -2 | -2.9 | -10 | -7 | /
C=CCN1C=CC(=O)[C@@H](OC(=O)Nc2ccc(Br)cc2)[C@H]1c1ccccc1Br | -6 | 5 | / | -1.7 | 3 | 4 | 7
C[C@H](O)Cc1cc2ccccc2c(=O)o1 | / | -3 | 0 | -0.3 | -5 | 1 | 3
O=C(NCc1ccc(F)cc1)C1CCCN(c2cnccn2)C1 (configuration not stated) | -4 | -3 | 4 | 0.3 | -3 | 4 | -2
C=CC(COCc1ccccc1)N(CC(=O)OC)S(=O)(=O)c1cc(Br)ccc1OC (configuration not stated) | 0 | 0 | -2 | -1.7 | ? | -7 | 3
Cc1ccc(C(=O)NCC(=O)OCc2nnc(-c3ccc([N+](=O)[O-])cc3)o2)cc1 | 0 | -1 | -1 | -1.1 | -1 | 8 | -3
CN(Cc1ccco1)C(=O)CCc1nc2sc3c(c2c(=O)[nH]1)CCCC3 | 0 | 12 | -1 | -1.9 | -5 | 4 | /
CN(CC(=O)Nc1ccccc1C(F)(F)F)C(=O)CSc1nc(N)cc(N)n1 | -1 | 4 | 2 | -1.0 | 2 | 3 | /
C/C(=C\c1ccc(Cl)cc1)C(=O)c1c(C)cc(C)[nH]c1=O | 0 | 0 | -2 | -1.3 | 2 | 1 | -6
COc1cccc(OC)c1C(=O)NC(=S)Nc1ccc(N2CCOCC2)c(Cl)c1 | -1 | -1 | -4 | 2.2 | -5 | -6 | 20
CC(C)(C)C1CCc2c(sc3ncn(N)c(=N)c23)C1 (configuration not stated) | -4 | -4 | -3 | -3.8 | 0 | 5 | -3
C=CCNC(=O)c1ccc2c(c1)N(CC)C(=O)c1ccccc1S2 | -2 | -5 | 1 | -2.1 | 0 | 1 | -3
COc1cccc(NC(=O)Nc2ccc3c(c2)OC[C@@H](C)NC[C@@H](C)[C@H](OC)CN(C)C3=O)c1 | -1 | -13 | -2 | 0.1 | -8 | 2 | -7[16.7 µM]
COc1ccc(S(=O)(=O)N(C)C[C@@H]2OCCCC[C@@H](C)Oc3ccc(NS(=O)(=O)c4cccs4)cc3C(=O)N([C@@H](C)CO)C[C@H]2C)cc1 | 2 | -2 | 2 | -1.6 | -13 | 4 | -11[16.7 µM]
Cc1cccnc1CNC(=O)C1(C)CCCN1CC(C)C (configuration not stated) | -1 | -7 | 0 | -2.4 | -2 | 2 | -7
O=C(c1ccccc1F)N1CCCC(c2ccccc2)C1 (configuration not stated) | / | 0 | 4 | 0.1 | 2 | 3 | -1
CC(C(=O)NCCc1ccc(S(N)(=O)=O)cc1)N1C(=O)CC(C)(C)Sc2ccccc21 (configuration not stated) | -7 | 1 | 1 | -0.9 | -1 | -6 | /

Ordered by the number under SIRT5 inh (ascending): 5 of the compounds above
canonical_smiles,SIRT5 inh
C=CCN1C=CC(=O)[C@@H](OC(=O)Nc2ccc(Br)cc2)[C@H]1c1ccccc1Br,-6
CC(C)(C)C1CCc2c(sc3ncn(N)c(=N)c23)C1 (configuration not stated),-4
COc1cccc(OC)c1C(=O)NC(=S)Nc1ccc(N2CCOCC2)c(Cl)c1,-1
CN(Cc1ccco1)C(=O)CCc1nc2sc3c(c2c(=O)[nH]1)CCCC3,0
CCOC(=O)N/N=C\c1ccc(-c2cccc(C(F)(F)F)c2)o1,2

Whole records from above. Values in the order: SIRT5 inh | Casp6 inh | ERAP1 inh | CFTR F508del cor | DENV2 CPE rescue | ERp5 inh | miR-122 sensor
Entry for Cc1sc(NC(=O)CN2CCOCC2)c(C#N)c1C : 1 | -4 | 0 | -0.8 | 6 | 1 | -5
Entry for C=CCN1C=CC(=O)[C@@H](OC(=O)Nc2ccc(Br)cc2)[C@H]1c1ccccc1Br : -6 | 5 | / | -1.7 | 3 | 4 | 7

Screening results from PubChem.
